CHRM4 PAM – positive allosteric modulators of human muscarinic M4 receptor; AID 624126; activation, % at 3 µM; CHO-K1 hM4/Gqi5, Fluo-8 calcium fluorescence, ACh EC20; 0% = ACh EC20, 100% = maximal ACh; P08173; 0.4% of 360,000 active;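 active = activation above its plate's cutoff, the mean activation of sample wells plus 3 SD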; note: some results filed as inactive read as strong as hits
Target sequence (P08173 whole entry, looked up): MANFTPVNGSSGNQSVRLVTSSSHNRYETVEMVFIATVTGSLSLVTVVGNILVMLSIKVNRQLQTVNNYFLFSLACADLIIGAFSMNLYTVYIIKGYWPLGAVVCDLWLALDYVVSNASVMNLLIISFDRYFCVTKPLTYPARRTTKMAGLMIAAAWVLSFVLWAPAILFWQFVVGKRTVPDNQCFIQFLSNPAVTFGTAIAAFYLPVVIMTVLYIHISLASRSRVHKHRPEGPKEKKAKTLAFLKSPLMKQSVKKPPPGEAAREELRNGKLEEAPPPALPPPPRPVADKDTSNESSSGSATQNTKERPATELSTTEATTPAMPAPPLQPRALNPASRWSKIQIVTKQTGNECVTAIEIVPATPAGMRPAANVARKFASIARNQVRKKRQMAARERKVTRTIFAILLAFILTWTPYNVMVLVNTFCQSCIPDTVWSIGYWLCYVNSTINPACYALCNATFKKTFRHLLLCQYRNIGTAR
CRFBP-R2 block – antagonists of CRF-binding protein/CRF-R2 receptor complex; inhibition, % at 11.8 µM; AID 588475; 0.59% of 350,000 active; HEK293 CRF-R2/CRF-BP, CRF-induced calcium fluorescence;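 active = inhibition of the ligand-induced calcium signal above about 50% at the single tested concentration, limit read from the data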
CHRM5 antagonist – blocks acetylcholine activation of human M5 receptor | inhibition, % at 3 µM | CHO-hM5 cells, Fluo-8 calcium fluorescence, ACh EC80 | AID 624040 | 0.59% of 360,000 active | P08912;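 active = inhibition above a per-plate cutoff, the mean of that plate's test compounds plus 3 SD, cut at about 27% in these data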;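 note: 0% = acetylcholine EC80 with DMSO and 100% = DMSO without agonist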
Target sequence (P08912 whole entry, looked up): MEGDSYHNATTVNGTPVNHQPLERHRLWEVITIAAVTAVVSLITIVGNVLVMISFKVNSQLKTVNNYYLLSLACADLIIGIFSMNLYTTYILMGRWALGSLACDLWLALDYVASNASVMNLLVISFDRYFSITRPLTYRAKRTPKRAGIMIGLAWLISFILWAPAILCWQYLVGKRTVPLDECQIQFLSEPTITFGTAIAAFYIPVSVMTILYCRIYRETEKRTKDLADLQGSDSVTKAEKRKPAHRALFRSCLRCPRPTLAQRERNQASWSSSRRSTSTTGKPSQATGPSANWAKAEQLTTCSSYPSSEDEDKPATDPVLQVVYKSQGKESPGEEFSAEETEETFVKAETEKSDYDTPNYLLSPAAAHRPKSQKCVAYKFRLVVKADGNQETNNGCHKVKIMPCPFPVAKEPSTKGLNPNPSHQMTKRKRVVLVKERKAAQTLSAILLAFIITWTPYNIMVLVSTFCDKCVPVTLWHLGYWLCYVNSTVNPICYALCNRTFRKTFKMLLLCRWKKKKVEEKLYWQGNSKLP
IDE inh – inhibits human insulin-degrading enzyme in HEK cells | 0.41% of 320,000 active | inhibition, % at 5.59 µM | FAbetaB cleavage, fluorescence polarization | P14735;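 active = percent inhibition above the average of all tested compounds plus 3 SD, set per screening campaign, cut at about 16% in these data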;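 note: IDE supplied by intact live HEK cells; FP after avidin binding of uncleaved biotin substrate so inhibition keeps polarization high; 0% = DMSO wells and 100% = 60 µM reference IDE inhibitor Ii1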
M4 antag – antagonists of human muscarinic M4 receptor (CHRM4); inhibition, % at 3 µM; P08173; 0.73% of 360,000 active; CHO-hM4 cells, ACh EC80, Fluo-8 calcium fluorescence;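 active = inhibition above its plate's cutoff, the mean inhibition of sample wells plus 3 SD, cut at about 27% in these data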;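 note: 0% = acetylcholine EC80 with DMSO and 100% = DMSO without agonist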
M5 ag – CHRM5 agonism in calcium assay | P08912 | 0.19% of 360,000 active | activation, % at 3 µM | CHO-K1 hM5 cells, Fluo-8 calcium fluorescence; 0% DMSO wells, 100% maximal acetylcholine response;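 active = activation above the run's mean over test compounds plus 3 SD, cut at about 23% in these data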;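 note: signal is peak over basal fluorescence ratio across the kinetic read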
CRFBP-R2 agonist – CRF-BP/CRF-R2 complex agonism; HEK293 CRF-R2/CRF-BP, calcium dye fluorescence (FLIPR); percent of saturating CRF peptide response; activation, % at 13.2 µM; 0.46% of 350,000 active;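 active = activation of at least 50%, plus an integration ratio under a set limit after plate pattern correction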;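 note: plate controls were neutral control wells without compound for no effect and CRF at EC100 for full effect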
M5 PAM – positive allosteric modulators of human muscarinic M5 receptor; P08912; 0.3% of 360,000 active; AID 624038; activation, % at 3 µM; CHO-K1 hM5, Fluo-8 calcium, ACh EC20 PAM; 0% = ACh EC20, 100% = ACh EC100;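 active = activation above the run cutoff, the mean activation of all test compounds plus 3 SD, cut at about 18% in these data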
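Probe or stimulus: acetylcholine, EC20 level; Assay system: human M5 receptor in CHO-K1 cells; Schedule: compound preincubation 140 s before EC20 acetylcholine addition; Technique: intracellular calcium via Fluo-8 fluorescence; Dosing: single-point, 3 µM nominal; Read-out basis: percent activation from peak-over-basal fluorescence ratio, scaled EC20-to-EC100 acetylcholine; Repeats: one well per compound, no replicates.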
CHRM4 agonist – CHRM4 agonism in calcium assay; P08173; CHO-K1 hM4/Gqi5, Fluo-8 calcium fluorescence; vehicle 0%, full acetylcholine response 100%; activation, % at 3 µM; 0.14% of 360,000 active; AID 624127;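 active = activation above the run mean over all test wells plus 3 SD, cut at about 32% in these data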;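 note: peak over basal fluorescence ratio per well then scaled between controls; 0% = DMSO wells and 100% = acetylcholine at EC100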
* hit, by the source's call; . = not tested or not shown.

SMILES | CHRM4 PAM | CRFBP-R2 block | CHRM5 antagonist | IDE inh | M4 antag | M5 ag | CRFBP-R2 agonist | M5 PAM | CHRM4 agonist
CCOC(=O)c1ccccc1NC(=O)Cn1cnc2c(oc3ccccc32)c1=O | -2 | -16 | 5 | 3 | -2 | -3 | 0.9 | 1 | 0
C=CCn1c(Cc2cccs2)nnc1SCC(=O)c1ccc2ccccc2c1 | -11 | 17 | 7 | -1 | 6 | 1 | -0.4 | -9 | 12
CCn1nc(NC(=O)C(C)(C)C)c2cc3cccc(C)c3nc21 | 0 | -15 | 0 | 8 | -20 | -10 | -0.9 | 1 | 1
CCOc1ccc(N2CC(=O)Nc3ccccc3NCC2=O)cc1 | 5 | 16 | 0 | 7 | -5 | -10 | 0.4 | 9 | 0
CC1CCc2nc(NC(=O)CN3CCOCC3)sc2C1 (stereo unspecified) | 10 | -6 | -2 | -2 | 4 | -5 | -0.9 | 1 | 2
COC(=O)Nc1ncc(CN2CCC(c3ccccc3)CC2)s1 | 6 | 20 | -3 | 2 | -8 | -6 | 0.3 | 6 | 1
COc1ccc(C=O)c(-c2c(CCO)sc3ccccc23)c1 | 13 | . | -8 | . | 1 | -1 | . | 7 | -1
COc1ccc(OC)c(NC(=O)NCCCCc2ccccc2)c1 | 1 | 9 | -5 | -1 | -12 | -3 | 0.2 | -1 | 1
COc1ccc(-c2noc(N3CCC(C(=O)Nc4ccc(OC)c(OC)c4)CC3)n2)cc1 | 1 | -41 | 0 | -1 | -18 | -3 | -2.2 | 1 | -2
CCOC(=O)C(=O)Nc1nnc(COc2ccccc2)s1 | 6 | -6 | -5 | -9 | 2 | 1 | 0.2 | 5 | 0
CCC1C(C#N)=C(N)OC2=C1C(=O)CC(C)(C)C2 (stereo unspecified) | 7 | 24 | -12 | -3 | 16 | -2 | -4.5 | 2 | 0
CCNC(=O)C1(C)CCCN(Cc2cc(-c3ccccc3)n(C)n2)C1 (stereo unspecified) | 9 | . | 4 | . | -16 | 0 | . | -2 | 1
COc1ccccc1NCC(=O)N/N=C/c1sccc1C | 4 | 8 | -8 | -1 | -18 | -1 | -1.7 | -2 | 3
CNc1ncnc2c1ncn2[C@H]1CN(Cc2ccco2)C[C@@H](CO)O1 | 3 | . | 11 | . | -5 | 1 | . | 2 | 0
COc1ccc(S(=O)(=O)NCC2CCCN(CC(C)(C)C)C2)cc1 (stereo unspecified) | -1 | 3 | 1 | 0 | 1 | -1 | 1.2 | -3 | 1
Cc1cc(=O)oc(C)c1C(=O)N1CCCCC1 | 11 | 9 | -2 | 4 | -6 | -4 | 0.5 | 1 | 0
Fc1ccc(NC(=S)N2CCN(c3ccccn3)CC2)cc1Cl | -5 | 2 | 19 | 1 | 0 | 2 | -0.7 | -10 | 15
CCS(=O)(=O)N1Cc2cc(C(=O)N(C)C)nc(-c3cccc(-c4ccc(F)cc4)c3)c2[C@@H]1CCO | 3 | . | 0 | . | -2 | 3 | . | -2 | 5
CC(=O)c1c(C)[nH]c(C(=O)OCC(=O)Nc2ccccc2Cl)c1C | -10 | 0 | 5 | 3 | 8 | 8 | -0.6 | 3 | 12
CCOc1cc2c(cc1C=O)OC(C)C2 (stereo unspecified) | 7 | -10 | -3 | 4 | 2 | -1 | -3.5 | 8 | 1

Entries of single compounds, looked up by structure. Values in the order: CHRM4 PAM, CRFBP-R2 block, CHRM5 antagonist, IDE inh, M4 antag, M5 ag, CRFBP-R2 agonist, M5 PAM, CHRM4 agonist
Cc1cc(=O)oc(C)c1C(=O)N1CCCCC1 across the screens: 11, 9, -2, 4, -6, -4, 0.5, 1, 0
CCNC(=O)C1(C)CCCN(Cc2cc(-c3ccccc3)n(C)n2)C1 (stereo unspecified) across the screens: 9, ., 4, ., -16, 0, ., -2, 1
CCS(=O)(=O)N1Cc2cc(C(=O)N(C)C)nc(-c3cccc(-c4ccc(F)cc4)c3)c2[C@@H]1CCO across the screens: 3, ., 0, ., -2, 3, ., -2, 5
COc1ccc(-c2noc(N3CCC(C(=O)Nc4ccc(OC)c(OC)c4)CC3)n2)cc1 across the screens: 1, -41, 0, -1, -18, -3, -2.2, 1, -2
CC(=O)c1c(C)[nH]c(C(=O)OCC(=O)Nc2ccccc2Cl)c1C across the screens: -10, 0, 5, 3, 8, 8, -0.6, 3, 12

The list goes on.
SMILES | CHRM4 PAM | CRFBP-R2 block | CHRM5 antagonist | IDE inh | M4 antag | M5 ag | CRFBP-R2 agonist | M5 PAM | CHRM4 agonist
COC(=O)c1ccccc1NC(=O)CSc1nnc(Cc2ccc(Cl)cc2)o1 | 10 | 2 | 3 | -2 | -8 | -6 | 0.5 | -4 | 1
COc1ccc(N2CCN(C(=S)NCc3ccccc3)CC2)cc1 | 6 | 8 | 3 | 4 | -4 | -2 | -3.9 | -5 | 8
COc1ccc(OCC(=O)N2CCN(C(=O)c3ccco3)CC2)cc1 | 4 | 24 | -1 | 2 | 7 | -3 | 8.6 | 1 | 0
CN1CCN(CC(=O)N(Cc2c(C#N)c3ccccc3n2C)c2ccccc2)CC1 | -4 | 1 | -7 | 1 | 1 | -2 | -0.4 | 2 | 1
Cc1cc(=O)oc(C)c1C(=O)NCCN1CCOCC1 | 0 | -2 | 5 | 5 | 8 | 4 | 2.9 | 1 | 0
CCn1c(C)nc2cc(C(=O)NNS(=O)(=O)c3ccc(C)c(C)c3)ccc21 | 6 | 5 | 0 | 5 | 13 | -2 | 1.2 | -5 | 1
CCOC(=O)C1CCN(C(=O)CCNS(=O)(=O)c2ccc3c(c2)CCN3C(=O)CC)CC1 | 3 | 1 | 16 | -3 | -2 | -3 | -0.7 | -6 | 3
COc1ccccc1CNC(=O)CN1NS(=O)(=O)c2ccccc2C1=O | 2 | -21 | -6 | 4 | -2 | 1 | 0.0 | 1 | 3
COCCn1c(C)nc2oc3ccc(Br)cc3c(=O)c2c1=O | 0 | -12 | 0 | 6 | 0 | -6 | 0.2 | 1 | 0
COc1ccc(CN2C(=O)[C@@H]3C(c4ccccc4Cl)=NO[C@@H]3C2=O)cc1 | -16 | 6 | -4 | 3 | -2 | -1 | -0.8 | -10 | 6
Cc1ccc(-c2cc(C(=O)Nc3ccccc3C(N)=O)c3ccccc3n2)o1 | -9 | -6 | 5 | -1 | 12 | 7 | -1.0 | -3 | 8
CC(=O)NNC(=O)c1cc2c3ccccc3n(C)c2s1 | -6 | -7 | 6 | -2 | 1 | -5 | 0.7 | 4 | 1
CC(=O)c1c(C)[nH]c(C(=O)NCCN2CCC(C)CC2)c1C | 3 | -6 | -5 | 3 | -5 | -5 | 7.3 | 11 | 0
O=C(Nc1ccc2c(c1)OCO2)c1cc2nc(C3CC3)cc(C(F)(F)F)n2n1 | -2 | -7 | 0 | . | -1 | 1 | 2.4 | 4 | 1
COc1cc(Nc2ncnc(N)n2)cc(OC)c1 | 2 | -3 | 8 | -7 | 10 | -5 | -0.2 | -4 | 0
Cc1cccc(C(=O)NCC(=O)OCC(=O)N2CCc3ccccc32)c1 | 3 | -6 | -14 | 5 | -6 | -4 | 0.8 | 11 | 1
CCCOc1ccc2c(CC)cc(=O)oc2c1C | 4 | -6 | 9 | 0 | 0 | -4 | -0.1 | -5 | -1
CC(=O)Nc1cc(C(C)C)c(O)c(C(C)C)c1 | 17 | 5 | -5 | 4 | -2 | 2 | -1.2 | 5 | 1
CN(C)c1ccc(NC(=O)CN2CCN(S(=O)(=O)c3cc(Cl)ccc3Cl)CC2)cc1 | -4 | -23 | 5 | 4 | 10 | -5 | -2.0 | -6 | 2
CCOC(=O)N1CCN(C(=O)/C(=C\c2cccs2)NC(=O)c2cccs2)CC1 | 0 | -10 | -5 | -3 | -2 | 0 | -1.3 | 1 | 2

Sorted by the number under M4 antag (lowest first): some entries from above
Compound | M4 antag
CCOC(=O)N1CCN(C(=O)/C(=C\c2cccs2)NC(=O)c2cccs2)CC1 | -2
CCCOc1ccc2c(CC)cc(=O)oc2c1C | 0
CN(C)c1ccc(NC(=O)CN2CCN(S(=O)(=O)c3cc(Cl)ccc3Cl)CC2)cc1 | 10

Next results
SMILES | CHRM4 PAM | CRFBP-R2 block | CHRM5 antagonist | IDE inh | M4 antag | M5 ag | CRFBP-R2 agonist | M5 PAM | CHRM4 agonist
Cc1cc(NS(=O)(=O)c2ccc(NC(=O)CSc3nnc(-c4ccco4)n3C)cc2)nc(C)n1 | 0 | 31 | -11 | 2 | 2 | 0 | 3.1 | 8 | 0
CCN(CC)S(=O)(=O)c1cccc2nsnc12 | 14 | 3 | -4 | -3 | -1 | 1 | 0.1 | 0 | 0
COc1cc(NC(=O)Cc2nn(C)c(=O)c3ccccc23)cc(OC)c1 | -4 | 8 | 0 | 6 | -3 | 9 | 1.4 | -13 | 9
CCOc1ccc(/C=C(\C#N)C(=O)Nc2ccccn2)cc1 | -3 | -11 | 7 | 2 | 3 | 0 | -0.5 | -6 | -1
CCOc1ccc(OCC(O)CN2CCN(S(=O)(=O)c3cccc(C(F)(F)F)c3)CC2)cc1 (stereo unspecified) | -4 | 20 | 5 | . | 9 | 1 | 0.0 | -4 | 4
CC(C)N(C)c1ncnc2c1ncn2[C@H]1CN(Cc2cccs2)C[C@@H](CO)O1 | 7 | . | -5 | . | -16 | 0 | . | -1 | 2
Cc1cc(=O)[nH]c(Nc2cccc(Br)c2)n1 | -7 | 13 | 16 | 6 | 4 | 1 | -0.7 | -8 | 3
N#Cc1c(SCC(=O)O)nc(-c2ccccc2)c2c1CCCC2 | -2 | 9 | 5 | 4 | 3 | 0 | -1.4 | -5 | 0
C=CCOC(=O)c1cc(-c2ccc(/C=C3\C(=O)NC(=O)C(C#N)=C3C)o2)ccc1Cl | 2 | -11 | 7 | . | 6 | -1 | 1.0 | -1 | 1
Cc1ccc(C(=O)OCC(=O)Nc2ccccc2Cl)c(O)c1 | 2 | 5 | 2 | 1 | 0 | -3 | -6.2 | 1 | 1
C/C(=N\NC(=O)c1cc(C)oc1C)c1ccc(C)c([N+](=O)[O-])c1 | 1 | -3 | 7 | -3 | 10 | -2 | 0.2 | -2 | 0
Cc1cccc(C(=O)Nc2nnc(S(=O)(=O)N(C)Cc3ccco3)s2)c1 | -2 | -10 | -6 | -4 | 1 | 4 | -3.0 | -2 | 10
CN(C)S(=O)(=O)c1cc(C(=O)O)c(NC2CCCCC2)cc1Cl | -4 | 25 | -3 | -3 | 8 | 2 | -3.3 | 6 | 1
COc1ccc(-c2cc(C(F)(F)F)nc(N3CCOCC3)n2)cc1OC | 7 | -4 | -1 | 5 | -3 | 1 | 0.1 | 4 | -1
Cc1ccc(-n2cccc2C(=O)NS(=O)(=O)c2ccc(C)cc2)cc1 | -1 | 17 | 8 | -3 | -3 | -1 | -0.7 | 5 | 0
COCCN(C(=O)CSc1nnc(-c2ccncc2)n1C)c1c(N)n(CC(C)C)c(=O)[nH]c1=O | 4 | 19 | -4 | . | -2 | 2 | 6.1 | 6 | 1

Compound activity deposited in PubChem BioAssay by several laboratories.
